TDP1 inh = TDP1 (human) enzyme inhibition | Potency, µM (highest dose often 130 µM), inactives show at the highest dose activity change, negative = inhibition, usual class: inhibitors | recombinant TDP1, AlphaScreen DNA substrate cleavage | actives 0.28% (n = 350,000) | AID 485290; also: nearly all actives have a fitted effect of over 40% in size
Target sequence (Q9NUW8 whole entry, looked up): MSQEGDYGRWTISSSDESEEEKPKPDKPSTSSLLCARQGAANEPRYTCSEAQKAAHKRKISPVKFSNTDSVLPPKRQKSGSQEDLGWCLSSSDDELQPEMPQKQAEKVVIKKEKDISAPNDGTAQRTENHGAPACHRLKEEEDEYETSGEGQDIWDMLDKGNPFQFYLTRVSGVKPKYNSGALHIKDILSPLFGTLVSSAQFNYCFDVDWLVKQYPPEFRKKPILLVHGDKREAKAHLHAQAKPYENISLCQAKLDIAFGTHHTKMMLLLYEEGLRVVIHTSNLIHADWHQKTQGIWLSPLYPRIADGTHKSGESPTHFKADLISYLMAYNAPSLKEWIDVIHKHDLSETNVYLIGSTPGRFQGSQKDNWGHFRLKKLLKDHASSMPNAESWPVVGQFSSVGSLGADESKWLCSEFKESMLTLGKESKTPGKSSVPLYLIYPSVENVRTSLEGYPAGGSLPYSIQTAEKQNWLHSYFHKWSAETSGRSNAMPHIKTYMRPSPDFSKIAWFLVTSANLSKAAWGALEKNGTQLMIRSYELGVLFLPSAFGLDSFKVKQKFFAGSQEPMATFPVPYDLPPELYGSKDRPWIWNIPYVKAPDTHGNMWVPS
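Signal: AlphaScreen proximity between streptavidin donor and anti-FITC acceptor beads on intact substrate. Reaction: Tdp1 1 nM, substrate 15 nM final, 5 min RT after 15 min compound preincubation.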
DT40 TDP1 no CPT = qHTS for Inhibitors of human tyrosyl-DNA phosphodiesterase 1 (TDP1): qHTS in cells in absence of CPT | DT40 Tdp1-/- hTDP1 cells, no CPT, ATP luminescence, 48 h | Potency, µM (doses to about 46.2 µM), for inactives: top-dose activity change, negative = growth inhibition, usual class: inhibitors | actives 15% (n = 420,000) | AID 686978, 2013; also: nearly all actives have a fitted effect of over 55% in size
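Stably hTDP1-transfected Tdp1-null chicken DT40 cells were treated with library compounds minus camptothecin and grown for at least 48 hr at 37 °C, after which cellular ATP was quantified by luminescence.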
DT40 TDP1 CPT = growth inhibition of DT40 Tdp1-/-;hTDP1 cells with camptothecin (screen for TDP1 inhibitors) | chicken DT40 Tdp1-/-;hTDP1 cells + 20 nM CPT, ATP luminescence, 48 h | actives 12% (n = 420,000) | Potency, µM (series often up to 46.2 µM), for the others: at the top dose activity change, negative = growth inhibition, usual class: inhibitors; also: nearly all actives have a fitted effect of over 55% in size
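Chicken DT40 Tdp1-/- cells stably complemented with human TDP1 were seeded at 400 cells/well in medium containing 20 nM camptothecin, exposed to pin-transferred compounds, and grown at 37 °C for at least 48 hr. Viability was read as ATP luminescence.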
* = called active by the depositor; [ ] = another dose, or the depositor's remark. Calls follow the shape of the dose curve; as a rule, active = well fitted curve in the direction sought with a large enough effect; inconclusive = small, poorly fitted or top-dose-only effect, or another doubt; inactive = no such curve, though single readings can be large; an effect the other way counts as inactive or inconclusive. % is scaled to controls: 0 for no effect and ±100 for the full control effect; potency is read from the fitted curve at half-maximal effect.

For CC1(C(=O)NS(=O)(=O)c2cccc(Cl)c2)CCN1C(=O)Cc1cc(F)ccc1F (stereo not given) the results were DT40 TDP1 no CPT -8% and DT40 TDP1 CPT -12%.
N#CCc1ccc(NC(=O)c2ccccc2C(=O)Nc2ccc(CC#N)cc2)cc1 was read as DT40 TDP1 no CPT -5% and DT40 TDP1 CPT -11%.
For CCOC(=O)c1c(NC(=O)c2cc(OC)c(OC)c(OC)c2)sc2c1CCCC2 the results were TDP1 inh 3%[12.3 µM], DT40 TDP1 no CPT 3% and DT40 TDP1 CPT 7%.
Screening O=C(Nc1cccc(S(=O)(=O)N2CCCCC2)c1)c1ccc2ncsc2c1 returned DT40 TDP1 no CPT inconclusive and DT40 TDP1 CPT inconclusive.
`CC(=O)/C=C/c1ccccc1Oc1c(F)c(F)nc(F)c1F` gave DT40 TDP1 no CPT 26µM* and DT40 TDP1 CPT inconclusive.
CCCCCOc1ccc(NC(=O)Cc2csc(C)n2)cc1 was read as TDP1 inh 5%, DT40 TDP1 no CPT inconclusive and DT40 TDP1 CPT inconclusive.
For CCOc1ccc(C(C)NC(=O)C2CCC2)cc1 (stereo not given) the results were TDP1 inh -1%, DT40 TDP1 no CPT -14% and DT40 TDP1 CPT -10%.
For O=C(NNc1ccc([N+](=O)[O-])cc1[N+](=O)[O-])C1C2CCCCC21 (stereo not given) the results were TDP1 inh -1%, DT40 TDP1 no CPT inconclusive and DT40 TDP1 CPT -9%.
`CC(=O)Nc1ccc(CC(=O)NCCC(c2ccccc2)c2ccccc2)cc1` gave TDP1 inh 12%, DT40 TDP1 no CPT 18µM* and DT40 TDP1 CPT 16µM*.
For Cc1ccc(OCc2cc(C(=O)N3CCC(c4ccccc4Cl)C3)no2)cc1C (stereo not given) the results were TDP1 inh -5%, DT40 TDP1 no CPT 18% and DT40 TDP1 CPT inconclusive.
`O=C(NC(Cc1ccccc1)C(=O)O)/C(=C\c1ccco1)NC(=O)c1ccc(Br)cc1` (stereo not given) gave TDP1 inh -3%, DT40 TDP1 no CPT 5% and DT40 TDP1 CPT 4%.
O=C(NNC(=O)c1ccccc1-n1cccc1)c1ccc(Cl)nc1 was read as TDP1 inh -4%, DT40 TDP1 no CPT 21% and DT40 TDP1 CPT 5%.
For CCCCN(C(=O)c1ccc(NC(=O)C(C)C)cc1)c1ccccc1 the results were TDP1 inh 0%, DT40 TDP1 no CPT -25% and DT40 TDP1 CPT -19%.
For Cc1cc(=O)[nH]c(N=N/C(=N/Nc2ccccc2C)c2ccccc2)n1 the results were TDP1 inh 9%, DT40 TDP1 no CPT 5.2µM* and DT40 TDP1 CPT 4.6µM*.
For COc1ccc(S(=O)(=O)N2CCCC(C(=O)N3CCN(Cc4ccccc4)CC3)C2)cc1Cl (stereo not given) the results were DT40 TDP1 no CPT 15µM* and DT40 TDP1 CPT 21µM*.
COc1ccc(-n2ncc3c(=O)n(CC(=O)N(C(C)C)C(C)C)cnc32)cc1 was read as DT40 TDP1 no CPT -10% and DT40 TDP1 CPT 3%.
CC1Cc2ccccc2C[N+]1(C)CC(=O)c1ccc(I)cc1 (stereo not given) was read as DT40 TDP1 no CPT 14µM* and DT40 TDP1 CPT 10µM*.
COc1cc(C2c3sc(=O)[nH]c3SC3C(=O)N(c4ccc(C)cc4)C(=O)C32)ccc1O (stereo not given) was read as TDP1 inh 0%, DT40 TDP1 no CPT -1% and DT40 TDP1 CPT 0%.
For CCCCCC(=O)N1C[C@@H](O)[C@H](n2cc(-c3ccc(F)cc3)nn2)C[C@@H]1c1ccccc1 the results were DT40 TDP1 no CPT 10µM* and DT40 TDP1 CPT 23µM*.
For Cc1ccc(S(=O)(=O)N(C)C[C@H]2Oc3ccc(NC(=O)C4CCCCC4)cc3C(=O)N([C@H](C)CO)C[C@H]2C)cc1 the results were TDP1 inh 1%, DT40 TDP1 no CPT 21µM* and DT40 TDP1 CPT 26µM*.
`COc1cccc(C(=O)NC2CC(C)(C)Cc3c2cnn3-c2cccc(F)c2)c1OC` (stereo not given) gave TDP1 inh 2%[56.1 µM], DT40 TDP1 no CPT 18µM* and DT40 TDP1 CPT 23µM*.
Screening COc1ccc(NC(=S)Nc2cc(C)ccn2)c(OC)c1 returned TDP1 inh -3%, DT40 TDP1 no CPT inconclusive and DT40 TDP1 CPT inconclusive.
COc1ccccc1-n1c(-c2ccc(C)cc2)cn2c3c(=O)n(C)c(=O)n(C)c3nc12 was read as TDP1 inh 9%, DT40 TDP1 no CPT inconclusive and DT40 TDP1 CPT inconclusive.
Screening CC(=O)Nc1cccc(NS(=O)(=O)c2cn(C)c(=O)n(C)c2=O)c1 returned DT40 TDP1 no CPT 15% and DT40 TDP1 CPT 0%.
Screening O=C(CSc1ccc(-c2ccc(F)cc2)nn1)NC1CCCCC1 returned TDP1 inh 11%, DT40 TDP1 no CPT -29% and DT40 TDP1 CPT -13%.
CC(C)(C)CC(C)(C)NC(=S)Nc1ccc2nc(-c3ccccn3)c(-c3ccccn3)nc2c1 was read as TDP1 inh 6%, DT40 TDP1 no CPT inconclusive and DT40 TDP1 CPT inconclusive.
For COc1ccc(NC(=O)CN(C)C(=O)c2ccc(COc3ccccc3)o2)cc1 the results were TDP1 inh 0%, DT40 TDP1 no CPT -21% and DT40 TDP1 CPT -8%.
For OCCNc1nc(-c2ccccc2)c2cc(Br)ccc2n1 the results were DT40 TDP1 no CPT inconclusive and DT40 TDP1 CPT inconclusive.
Screening Cc1ccc(S(=O)(=O)N2CCOCCOCCOCCOCCOCC2)cc1 returned DT40 TDP1 no CPT 16% and DT40 TDP1 CPT -15%.
`Cc1cccc(CN2C(=O)c3ccccc3Sc3ccc(C(=O)NCc4ccco4)cc32)c1` gave TDP1 inh 3%, DT40 TDP1 no CPT inconclusive and DT40 TDP1 CPT inconclusive.

Reprinted from the part before: six compounds; new compounds follow.
Screening O=C(CSc1ccc(-c2ccc(F)cc2)nn1)NC1CCCCC1 returned TDP1 inh 11%, DT40 TDP1 no CPT -29% and DT40 TDP1 CPT -13%.
CC(C)(C)CC(C)(C)NC(=S)Nc1ccc2nc(-c3ccccn3)c(-c3ccccn3)nc2c1 was read as TDP1 inh 6%, DT40 TDP1 no CPT inconclusive and DT40 TDP1 CPT inconclusive.
For COc1ccc(NC(=O)CN(C)C(=O)c2ccc(COc3ccccc3)o2)cc1 the results were TDP1 inh 0%, DT40 TDP1 no CPT -21% and DT40 TDP1 CPT -8%.
For OCCNc1nc(-c2ccccc2)c2cc(Br)ccc2n1 the results were DT40 TDP1 no CPT inconclusive and DT40 TDP1 CPT inconclusive.
Screening Cc1ccc(S(=O)(=O)N2CCOCCOCCOCCOCCOCC2)cc1 returned DT40 TDP1 no CPT 16% and DT40 TDP1 CPT -15%.
`Cc1cccc(CN2C(=O)c3ccccc3Sc3ccc(C(=O)NCc4ccco4)cc32)c1` gave TDP1 inh 3%, DT40 TDP1 no CPT inconclusive and DT40 TDP1 CPT inconclusive.
Screening Cc1cc(C(=O)N2CCCC2)n[nH]1 returned TDP1 inh 5%, DT40 TDP1 no CPT 13% and DT40 TDP1 CPT -4%.
For O=C(NCCO)C(=O)NCC(c1ccc2c(c1)OCO2)N1CCOCC1 (stereo not given) the results were TDP1 inh 1%, DT40 TDP1 no CPT -3% and DT40 TDP1 CPT -3%.
Screening COc1cc(OC)c(C(=O)NNC(=O)c2ccccc2-n2cccc2)cc1OC returned TDP1 inh 6%, DT40 TDP1 no CPT -17% and DT40 TDP1 CPT -12%.
Screening NC(=S)N=Nc1ccc(O)cc1 returned DT40 TDP1 no CPT 18µM* and DT40 TDP1 CPT 21µM*.
`O=C1[C@H](Cc2ccccc2)NCC=CC[C@@H](c2ccc(Cl)cc2)N1Cc1ccccc1` gave DT40 TDP1 no CPT 10µM* and DT40 TDP1 CPT inconclusive.
Screening CCCn1c(=O)n(C)c(=O)c2c(SCC(=O)Nc3cc(C)on3)nc(C(C)(C)C)nc21 returned TDP1 inh 0%, DT40 TDP1 no CPT inconclusive and DT40 TDP1 CPT inconclusive.
COc1cc(C(=O)ON=C2C=C(C)C(=O)C(C)=C2)cc(OC)c1OC was read as TDP1 inh 6%, DT40 TDP1 no CPT 16µM* and DT40 TDP1 CPT 15µM*.
For CC1CCCN(C(=O)CCCn2c(=S)[nH]c3ccccc3c2=O)C1 (stereo not given) the results were TDP1 inh 2%, DT40 TDP1 no CPT inconclusive and DT40 TDP1 CPT -1%.
For O=C(C[n+]1cc(Br)cc(Br)c1)c1cccc([N+](=O)[O-])c1 the results were TDP1 inh 8%, DT40 TDP1 no CPT -15% and DT40 TDP1 CPT 0%.
Screening COc1ccc(NC(=S)NCc2cccs2)cc1 returned TDP1 inh 0%, DT40 TDP1 no CPT -2% and DT40 TDP1 CPT -24%.
Screening Cc1cccc2nc(-c3cccnc3)c(Nc3ccccc3)n12 returned TDP1 inh 5%, DT40 TDP1 no CPT inconclusive and DT40 TDP1 CPT -28%.
CCCOc1ccc(C(F)(F)F)cc1NC(=O)c1cc(C)on1 was read as TDP1 inh 0%, DT40 TDP1 no CPT 7% and DT40 TDP1 CPT -6%.
CCOC(=O)N1CCC(NC(=O)CCCC(=O)O)CC1 was read as TDP1 inh 1%, DT40 TDP1 no CPT -3% and DT40 TDP1 CPT -3%.
Cc1noc(C)c1CN1C(=O)c2cccc([N+](=O)[O-])c2C1=O was read as DT40 TDP1 no CPT -19% and DT40 TDP1 CPT 2%.
COc1ccccc1NC(=O)N(C1CCCC1)C1CCN(C(C)=O)CC1 was read as TDP1 inh 3%, DT40 TDP1 no CPT inconclusive and DT40 TDP1 CPT -23%.
For Cc1cc(C)n(CC(=O)c2ccccc2)c(=O)c1C#N the results were TDP1 inh 0%, DT40 TDP1 no CPT -14% and DT40 TDP1 CPT 2%.
For CCOC(=O)c1ccc(NC(=O)CSc2nnnn2CCCO)cc1 the results were TDP1 inh 2%, DT40 TDP1 no CPT -9% and DT40 TDP1 CPT -18%.
`Cc1oc(-c2ccccc2F)nc1CN1CCC(C(=O)NC2CC2)CC1` gave TDP1 inh 5%, DT40 TDP1 no CPT 0% and DT40 TDP1 CPT -2%.
For Cc1ccc(NC(=O)Nc2nnc(-c3ccccc3F)s2)cc1 the results were TDP1 inh 5%, DT40 TDP1 no CPT -17% and DT40 TDP1 CPT -7%.
For CN(C)C(CNC(=O)c1ccc(C(F)(F)F)cc1)c1ccco1 (stereo not given) the results were TDP1 inh 1%, DT40 TDP1 no CPT 6% and DT40 TDP1 CPT -4%.
Screening CC(C)[C@H](N)c1nnc(SCc2ccc(Cl)cc2)o1 returned TDP1 inh 2%, DT40 TDP1 no CPT -18% and DT40 TDP1 CPT -27%.
`Cc1cccc(-c2nc(CN3CCCC(C(=O)NC4CCCCCC4)C3)c(C)o2)c1` (stereo not given) gave TDP1 inh -1%, DT40 TDP1 no CPT 18µM* and DT40 TDP1 CPT 21µM*.
O=C(NNC(=S)Nc1ccccc1C(F)(F)F)c1cccnc1 was read as TDP1 inh 3%, DT40 TDP1 no CPT -24% and DT40 TDP1 CPT 0%.
Screening Cc1cc(SCC(=O)N2CCC(c3noc4ccc(F)cc34)CC2)nc2ccccc12 returned TDP1 inh 1%, DT40 TDP1 no CPT inconclusive and DT40 TDP1 CPT 23µM*.
CN(C)c1nc(N(C)C)nc(N2CCCCC2)n1 was read as TDP1 inh 3%, DT40 TDP1 no CPT 0% and DT40 TDP1 CPT -26%.
Screening Cc1ccc(NC(=O)Cn2c(=O)n(CCCCCC(=O)NCc3ccc(F)cc3)c(=O)c3sccc32)cc1C returned TDP1 inh 3%, DT40 TDP1 no CPT 6.5µM* and DT40 TDP1 CPT inconclusive.
O=C(O)c1cccc(Nc2nc(-c3cc4ccccc4oc3=O)cs2)c1 was read as TDP1 inh -19%, DT40 TDP1 no CPT -3% and DT40 TDP1 CPT 4%.
Screening CC(=O)Nc1cnc(-c2cccc(C(=O)N3CCOCC3)c2)cn1 returned DT40 TDP1 no CPT 7% and DT40 TDP1 CPT 6%.
CCNC(=O)c1cc2c(c(-c3cccc(-c4cncnc4)c3)n1)[C@H](CCO)N(C(C)=O)C2 was read as DT40 TDP1 no CPT inconclusive and DT40 TDP1 CPT inconclusive.
`COc1ccc(/C(C)=C2/SC(=S)N(CCC(=O)O)C2=O)cc1` gave TDP1 inh 6%, DT40 TDP1 no CPT -1% and DT40 TDP1 CPT -4%.
For COC(=O)CSc1nc2sc3c(c2c(=O)n1Cc1ccccc1)CCC(C(C)(C)C)C3 (stereo not given) the results were TDP1 inh 1%[2.28 µM], DT40 TDP1 no CPT -13% and DT40 TDP1 CPT -4%.
For COc1ccc(-c2coc3cc4oc(=O)c(CC(=O)O)c(C)c4cc23)cc1 the results were DT40 TDP1 no CPT -1% and DT40 TDP1 CPT 10%.
Screening COc1ccc2[nH]c(=O)c(CN(C(=O)NC3CCCCC3)C3CCCCC3)cc2c1 returned TDP1 inh 5%, DT40 TDP1 no CPT 21µM* and DT40 TDP1 CPT 21µM*.

Compound activity from PubChem BioAssay.
